APOBEC3A inh: human APOBEC3A DNA deaminase inhibition. AID 493011. 330,000 tested, 0.41% active. inhibition, % at 20 µM. recombinant A3A, FAM/TAMRA ssDNA deamination fluorescence;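 active = at least 40% inhibition at 20 µM here, with at most 30% in a related deaminase screen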;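 note: plate controls were A3A with DMSO for no effect and wells lacking A3A enzyme for full effect; some results filed as inactive read as strong as hits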
Target sequence (P31941 whole entry, looked up): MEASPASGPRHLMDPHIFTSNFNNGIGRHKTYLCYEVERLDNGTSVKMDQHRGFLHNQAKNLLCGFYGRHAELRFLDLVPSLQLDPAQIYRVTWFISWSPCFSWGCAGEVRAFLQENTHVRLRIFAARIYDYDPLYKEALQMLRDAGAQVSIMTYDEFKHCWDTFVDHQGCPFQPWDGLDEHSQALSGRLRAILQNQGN
PfGluPho inh: PfG6PD (Plasmodium falciparum) enzyme inhibition; 350,000 tested, 0.78% active; inhibition, % at 20 µM; PfGluPho enzyme, NADPH resazurin-diaphorase fluorescence;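 active = inhibition reaching at least a set limit at 20 µM in the primary screen, cut at about 59% in these data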;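 note: 0% = DMSO wells with substrate and 100% = DMSO wells lacking glucose-6-phosphate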
hIAP act: human IAP activation. P09923. purified human IAP, CDP-Star luminescence, 30 min; active compounds read high; 1 = vehicle-only enzyme, 0 = enzyme-free background. activation factor at 10 µM. 330,000 tested, 0.16% active;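 active = activation factor of the enzyme at least 2-fold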; note: the source names both 10 and 20 µM as test concentration; values of inactives mirror those of a sister screen read the other way
ATG4B inhibitor: ATG4B (human) cysteine protease inhibition; Q9Y4P1; 340,000 tested, 0.51% active; inhibition, % at 8.33 µM; ATG4B cleavage of LC3-PLA2, NBD-HPC fluorescence, 1 h; in the data active = inhibition above about 40%
mIAP inh: mouse IAP inhibition | inhibition, % at 10 µM | AID 2806 | 330,000 tested, 0.2% active | purified mouse IAP, CDP-Star luminescence, 30 min;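 active = inhibition of at least 40% at 10 µM in the primary screen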;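 note: plate controls were DMSO with enzyme for no effect and no enzyme wells for full effect; values of inactives mirror those of a sister screen read the other way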
mIAP act: increases mouse intestinal alkaline phosphatase activity. 330,000 tested, 0.24% active. activation factor at 10 µM. muIAP, CDP-Star luminescence, 30 min; active compounds read high; 1 = vehicle-only enzyme signal, 0 = enzyme-free wells;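 active = activation factor of at least 2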; note: the source names both 10 and 20 µM as test concentration; values of inactives mirror those of a sister screen read the other way
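Assay system: mouse IAP enzyme; reagent: chemiluminescent substrate CDP-Star; dosing: test compounds delivered from DMSO solution; schedule: 30 min at room temperature; measured by: luminescence from enzymatic CDP-Star hydrolysis; controls: DMSO-only wells and no-enzyme negative control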
HKDC1 inh: blocks human hexokinase HKDC1 activity; Q2TB90; recombinant HKDC1, G6PDH/diaphorase resazurin coupled fluorescence; inhibition, % at 20 µM; 340,000 tested, 0.16% active; AID 493160;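 active = inhibition above about 35% when tested at 20 µM, limit read from the data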;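 note: plate controls were DMSO wells with enzyme for no effect and DMSO wells lacking enzyme for full effect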
Target sequence (Q2TB90 whole entry, looked up): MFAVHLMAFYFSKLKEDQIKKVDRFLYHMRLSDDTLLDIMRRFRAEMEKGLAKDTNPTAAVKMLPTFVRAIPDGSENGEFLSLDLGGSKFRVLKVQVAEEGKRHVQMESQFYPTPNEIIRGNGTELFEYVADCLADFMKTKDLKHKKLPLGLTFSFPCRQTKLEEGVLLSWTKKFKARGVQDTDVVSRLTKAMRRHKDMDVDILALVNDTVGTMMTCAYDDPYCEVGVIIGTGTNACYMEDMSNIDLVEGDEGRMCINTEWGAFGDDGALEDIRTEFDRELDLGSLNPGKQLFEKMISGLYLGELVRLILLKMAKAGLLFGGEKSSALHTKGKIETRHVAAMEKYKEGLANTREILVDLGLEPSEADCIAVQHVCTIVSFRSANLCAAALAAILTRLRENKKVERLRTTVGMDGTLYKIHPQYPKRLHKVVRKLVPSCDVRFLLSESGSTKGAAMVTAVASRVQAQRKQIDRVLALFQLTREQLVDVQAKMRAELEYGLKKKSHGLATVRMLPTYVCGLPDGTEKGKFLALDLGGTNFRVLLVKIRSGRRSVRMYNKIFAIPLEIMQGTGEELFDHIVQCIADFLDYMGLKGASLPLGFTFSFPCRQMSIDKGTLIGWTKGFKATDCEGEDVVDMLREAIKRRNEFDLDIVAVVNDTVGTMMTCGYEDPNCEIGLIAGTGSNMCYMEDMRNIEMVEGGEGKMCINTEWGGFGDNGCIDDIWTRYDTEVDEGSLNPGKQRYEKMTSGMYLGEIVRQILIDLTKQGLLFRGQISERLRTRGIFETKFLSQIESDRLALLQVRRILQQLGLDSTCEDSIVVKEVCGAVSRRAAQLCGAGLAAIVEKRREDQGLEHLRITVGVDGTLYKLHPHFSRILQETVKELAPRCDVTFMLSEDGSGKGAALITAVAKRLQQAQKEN
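Assay system: recombinant HKDC1 hexokinase; detection: coupled resazurin fluorescence, excitation 525 nm, emission 613 nm; benchmarks: DMSO-plus-enzyme-mix negative control, buffer-substituted positive control; compound dosing: single 20 µM dose; schedule: 90 min at room temperature in dark; also added: glucose plus 1 mM ATP as hexokinase substrates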
hIAP block: human IAP inhibition. P09923. purified IAP, CDP-Star luminescence, 30 min. inhibition, % at 10 µM. 330,000 tested, 0.12% active;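 active = inhibition reaching a set limit with compound at 10 µM in the primary screen, cut at about 35% in these data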;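 note: plate controls were DMSO wells with enzyme for no effect and no-enzyme buffer wells for full effect; values of inactives mirror those of a sister screen read the other way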
* marks the source's active call; other numbers are inactive results; nt = not tested or not shown; & = joins results of further samples.

1	CCOC(=O)c1c(CN2CCN(CCO)CC2)n(-c2ccccc2)c2cc(Br)c(O)cc12
2	Cc1ccc(OCC(=O)NC(=S)Nc2ccc(Br)cn2)cc1C
3	COC(=O)c1ccc(CSc2nncn2C)cc1
4	COC(=O)c1c(NC(=O)C(C)(C)C)csc1C
5	COc1ccc(OCc2nnnn2-c2ccccc2)cc1
6	Cc1ccc(NC(=S)NCC2CCCO2)cc1C (stereo not given)
7	Cc1cccc(NC(=O)c2nc[nH]c2C(=O)N[C@@H](C)c2ccccc2)c1
8	Cc1cc(C)n2nc(S(=O)(=O)NC3CCCCC3)nc2n1

Screen / compound no.	1	2	3	4	5	6	7	8
APOBEC3A inh	-6	-6	1	-3	1	5	-4	1
PfGluPho inh	16	-14	-5	5	1	-6	5	8
hIAP act	1	1.2	0.93	1.2	0.83	1.1	1.3	1
ATG4B inhibitor	15	-3	-5	-6	6	2	-14	5
mIAP inh	4	5	3	-4	5	-3	-6	-4
mIAP act	0.96	0.95	0.97	1	0.95	1	1.1	1
HKDC1 inh	5	6	-7	2	-8	-5	-4	-5
hIAP block	-2	-22	7	-15	17	-14	-33	0

9	Cc1noc(C)c1COc1ccc(C(=O)NNC(=O)c2ccccc2)cc1
10	Nc1ncc([N+](=O)[O-])cc1S(=O)(=O)c1ccccc1
11	CCOc1nc(-c2ccc(Cl)cc2)nc2ccccc12
12	CSc1nnc(C)c(=O)n1COC(=O)COc1ccc(Cl)cc1Cl
13	NS(=O)(=O)c1ccc(NC(=O)COC(=O)CN2C(=O)C3CC=CCC3C2=O)cc1 (stereo not given)
14	CC(=O)c1cn(-c2ccc([N+](=O)[O-])cc2)c(=O)n(C)c1=O
15	Cc1ccc(S(=O)(=O)NC2CC2)cc1
16	CC(C(=O)Nc1ccc(C#N)cc1)N(C)CC(=O)Nc1ccccc1Br (stereo not given)

Screen / compound no.	9	10	11	12	13	14	15	16
APOBEC3A inh	2	0	-2	5	11	0	2	-8
PfGluPho inh	10	5	-2	-1	-2	-2	-1	2
hIAP act	1.2	0.97	0.84	1	1.1	0.99	0.92	1.6
ATG4B inhibitor	3	-5	0	9	-5	-3	-3	-34
mIAP inh	1	1	8	4	12	7	7	-28
mIAP act	0.99	0.99	0.92	0.96	0.88	0.93	0.93	1.3
HKDC1 inh	-5	-6	12	-2	-3	-8	-5	-2
hIAP block	-16	2	16	0	-10	1	8	-56

17	COc1cc(NC(=O)CCN2C(=O)NC3(CCCC3)C2=O)c(OC)cc1Cl
18	Cc1cccc(C(C)Nc2ccc([N+](=O)[O-])cn2)c1 (stereo not given)
19	O=C(Nc1nccs1)c1sc2cc(Cl)ccc2c1Cl
20	CC(C)CCN1CC(C(=O)NCCC2=CCCCC2)CC1=O (stereo not given)
21	O=C(O)/C(=C\c1ccc(F)cc1)c1ccc(-c2ccccc2)cc1
22	CCCCCCCCCCCCCCCCn1cc[n+](C)c1
23	Cc1c(C(=O)N2CC(C)OC(C)C2)sc2nc(-c3ccccc3)cn12 (stereo not given)
24	C=CCn1c(SCc2nc3ccccc3nc2C)nnc1-c1ccoc1C

Screen / compound no.	17	18	19	20	21	22	23	24
APOBEC3A inh	2	1	5	0	-2	4&1	-1	45*
PfGluPho inh	-2	-3	14	-3	-4	3&-3	nt	12
hIAP act	0.93	0.95	1	1.1	0.87	1.5&0.96	1.1	0.95
ATG4B inhibitor	-2	-5	12	1	26	48*	nt	9
mIAP inh	3	7	13	-21	9	-6&-1	0	12
mIAP act	0.97	0.93	0.87	1.2	0.91	1.1&1	1	0.88
HKDC1 inh	-7	2	6	-8	4	3&11	nt	1
hIAP block	8	5	-1	-9	13	-46&4	-6	5

25	Cn1cccc1-c1nc2ccc(NC(=O)c3ccc([N+](=O)[O-])cc3)cc2[nH]1
26	S=c1[nH]ccn1Cc1ccccc1
27	COc1ccc(Cl)cc1NC(=O)CN(C)C(=O)c1ccc2c(c1)OCCO2
28	Cc1ccc(C(=O)O)cc1N1C(=O)c2cccc3cc(Br)cc(c23)C1=O
29	COc1ccc(C(=O)Nc2ccc(N3CCN(C)CC3)cc2)cc1OC
30	Cc1cc(=O)n2nc(N3CCCC(C(=O)NCc4ccccc4Cl)C3)sc2n1 (stereo not given)
31	Cc1ccc(S(=O)(=O)c2ncccc2N)cc1
32	C/C=C/c1cc(OC)c2c(c1)[C@H](C)[C@@H](c1ccc(O)c(OC)c1)O2

Screen / compound no.	25	26	27	28	29	30	31	32
APOBEC3A inh	2	-1	35	-1	-6	-1	-5	-1
PfGluPho inh	2	35	3	-26	-16	-6	-3	12
hIAP act	1.1	1	0.89	1.1	1.1	0.92	1	0.86
ATG4B inhibitor	2	1	2	-7	1	10	3	-36
mIAP inh	5	-4	-1	-3	-1	-9	5	6
mIAP act	0.95	1	1	1	1	1.1	0.95	0.94
HKDC1 inh	-2	-3	-5	2	-2	1	-1	0
hIAP block	-7	-2	11	-13	-11	8	-4	14

33	Cc1ccc(NC(=O)CNCc2ccccn2)cc1S(=O)(=O)N(C)C
34	O=c1[nH]c(=O)n(C2OC(CO)C(O)C2O)cc1Br (stereo not given)
35	CCn1cc2nc(SCC(=O)Nc3ccc(F)cc3F)n(Cc3ccccc3)c(=O)c2n1
36	CN(C(=O)COC(=O)c1cccc(S(=O)(=O)N2CCCCC2)c1)C1CCS(=O)(=O)C1 (stereo not given)
37	O=C(CCc1nc(-c2ccccc2F)no1)NC1CCCCCC1
38	O=c1[nH]c2ccccc2c(O)c1-c1cc2ccccc2oc1=O
39	NS(=O)(=O)c1ccc(NC(=O)c2ccc(OCC3CCCO3)cc2)cc1 (stereo not given)
40	CCN(CC)C(=O)C1CCCN(Cc2ccc(F)c(F)c2)C1 (stereo not given)

Screen / compound no.	33	34	35	36	37	38	39	40
APOBEC3A inh	-3	-1	5	4	3	2	-4	4
PfGluPho inh	2	-4	0	-7	-2	nt	-7	-15
hIAP act	1.2	0.88	0.94	1.1	0.81	1.1	0.92	1.1
ATG4B inhibitor	1	-4	-11	-9	11	nt	0	-1
mIAP inh	0	-1	2	2	13	-6	3	-8
mIAP act	1	1	0.98	0.98	0.87	1.1	0.97	1.1
HKDC1 inh	-3	1	2	3	-7	nt	-4	-8
hIAP block	-16	12	6	-14	19	-5	8	-11

41	CCn1c(SCC(=O)Nc2ccc3c(c2)OCCO3)nc2c(c1=O)SC(C)C2 (stereo not given)
42	C[C@H](CO)N1C[C@H](C)[C@@H](CN(C)S(=O)(=O)c2cccs2)Oc2c(NC(=O)Nc3ccccc3)cccc2C1=O
43	COc1ccc(C(=O)NC(C)Cc2cnccn2)cc1OC1CCN(C(C)C)CC1 (stereo not given)
44	COc1ccc(S(=O)(=O)NC(C)C)cc1C(=O)NC1CCCCC1
45	CCOc1cnc(-c2c(-c3c(F)cccc3Cl)noc2C)o1
46	CC1CCCCC1NS(=O)(=O)c1ccc(-n2cnnn2)cc1 (stereo not given)
47	CC(C)CN(C(=O)c1ccc2c(c1)OCCO2)c1c(N)n(Cc2ccccc2)c(=O)[nH]c1=O
48	CCOc1ccc(NC(=O)NNC(=O)c2ccc(CC)s2)cc1

Screen / compound no.	41	42	43	44	45	46	47	48
APOBEC3A inh	1	-1	-4	0	-1	0	25	-3
PfGluPho inh	-3	-8	9	-12	-17	3	-10	-24
hIAP act	1.1	0.94	1.2	0.9	1.2	1.2	1	1.1
ATG4B inhibitor	-3	4	8	-3	2	-9	0	1
mIAP inh	-3	-5	8	12	0	1	5	-4
mIAP act	1	1.1	0.93	0.88	1	0.99	0.95	1
HKDC1 inh	-2	3	-4	-9	-8	0	-3	-10
hIAP block	-7	6	-23	10	-16	-18	-4	-12

49	O=C(NCCCn1ccnc1)Nc1cccc(Cl)c1
50	Cc1ccc(SCCc2ccc(C)nc2)cc1
51	CCN(CC)CCCNC(=O)CN1N=C(c2ccc(OC)cc2)CCC1=O
52	S=c1[nH]nc(-c2cccnc2)n1/N=C/C=C/c1ccccc1
53	Clc1ccc2nc(CN3CCCCC3)cn2c1
54	O=C(O)CCC(=O)Nc1cccc(C(=O)Nc2cccc(Cl)c2)c1
55	COc1ccccc1N1CCN(CC(=O)NC(=O)NCc2ccco2)CC1
56	Cn1cccc1C(=O)OCC(=O)N1CC(=O)Nc2ccccc21

Screen / compound no.	49	50	51	52	53	54	55	56
APOBEC3A inh	-5	1	1	-5	-4	-1	3	-2
PfGluPho inh	8	7	-8	19	-2	1	-1	-24
hIAP act	0.97	0.94	1.1	0.96	0.9	0.98	1	1.2
ATG4B inhibitor	-7	7	5	6	11	-1	10	2
mIAP inh	-26	6	2	0	-7	3	-1	-11
mIAP act	1.3	0.94	0.98	1	1.1	0.97	1	1.1
HKDC1 inh	-3	3	-2	-3	-10	1	-11	-6
hIAP block	3	6	-8	4	10	2	-4	-17

Molecules from the list above that contain a nitro group on carbon, in the order listed:
10	Nc1ncc([N+](=O)[O-])cc1S(=O)(=O)c1ccccc1
14	CC(=O)c1cn(-c2ccc([N+](=O)[O-])cc2)c(=O)n(C)c1=O
18	Cc1cccc(C(C)Nc2ccc([N+](=O)[O-])cn2)c1 (stereo not given)
25	Cn1cccc1-c1nc2ccc(NC(=O)c3ccc([N+](=O)[O-])cc3)cc2[nH]1

Screen / compound no.	10	14	18	25
APOBEC3A inh	0	0	1	2
PfGluPho inh	5	-2	-3	2
hIAP act	0.97	0.99	0.95	1.1
ATG4B inhibitor	-5	-3	-5	2
mIAP inh	1	7	7	5
mIAP act	0.99	0.93	0.93	0.95
HKDC1 inh	-6	-8	2	-2
hIAP block	2	1	5	-7

(further entries)
57	CCn1c(C(=O)N2CCC(C(=O)NCc3ccc(OC)cc3)CC2)cc2sccc21
58	O=C(Cc1ccc(Cl)cc1)Nc1ccc(Br)cc1
59	O=C(NC1CCCCC1)c1ccc(Cn2cc(Cl)cn2)cc1
60	CC(=O)Nc1ccc(S(=O)(=O)NCC(=O)OCC(=O)N2CC(C)OC(C)C2)cc1 (stereo not given)
61	CCOc1cc(-c2c(C)c(CC)nc(N)c2C#N)ccc1O
62	O=C(OCCCOC(=O)c1ccc([N+](=O)[O-])o1)c1ccc([N+](=O)[O-])o1
63	COc1ccc2[nH]cc(C(=O)CN3CCC(C)CC3)c2c1
64	CC1CCN(C(=O)c2ccc3c(c2)OCCO3)CC1

Screen / compound no.	57	58	59	60	61	62	63	64
APOBEC3A inh	-4	-1	-3	-2	-4	0	-1	3
PfGluPho inh	-7	-10	7	-10	-18	38	-10	-10
hIAP act	1.4	1	0.88	1.1	0.99	0.82	1.2	1
ATG4B inhibitor	-6	-7	-6	-2	7	-5	-4	-5
mIAP inh	2	-14	2	-3	1	2	-2	24
mIAP act	0.97	1.1	0.98	1	0.99	0.98	1	0.76
HKDC1 inh	-4	2	1	0	0	8	-8	-1
hIAP block	-41	-1	12	-6	1	18	-22	-2

65	Cc1cc(OCC(=O)Nc2ccncc2)ccc1Br
66	COc1ccc(-n2nc([N+](=O)[O-])c(=NCCc3ccccc3)n2O)cc1
67	O=S(=O)(NC1CCCCC1N1CCCCC1)c1ccc(Cl)cc1 (stereo not given)
68	O=[N+]([O-])c1cccc(-c2nc(-c3ccccc3)c(-c3cccs3)[nH]2)c1

Screen / compound no.	65	66	67	68
APOBEC3A inh	-2	-3	-7	-4
PfGluPho inh	-9	-5	7	-8
hIAP act	1.3	0.82	1.1	0.98
ATG4B inhibitor	-7	8	5	5
mIAP inh	5	7	6	13
mIAP act	0.95	0.93	0.94	0.87
HKDC1 inh	-9	-6	-6	-8
hIAP block	-28	18	-10	2
